rCAG binder = r(CAG) repeat RNA binding | inhibition, % at 3 µM | TO-PRO-1 dye displacement fluorescence | 1.3% of 370,000 active;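 active = inhibition above the plate cutoff, the mean of all test compounds on that plate plus 3 SD, cut at about 35% in these data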;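 note: 0% = DMSO alone and 100% = 100 µM mitoxantrone as full dye displacement; higher means more dye released from RNA so lower well fluorescence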
NR1D1 modulator = Rev-erb alpha (human) modulation | Rev-erbα–FITC-DNA binding, fluorescence polarization, 90 min | 0.79% of 370,000 active | activity, % at 10 µM | P20393;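 active = activity above about 14%, limit read from the data; passing the limit was not always enough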;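 note: 0% = DMSO wells with 35 nM protein and 100% = DMSO wells with 750 nM protein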
UHRF1 binding = blocks human UHRF1 binding to methylated DNA | Q96T88 | UHRF1 binding to methylated oligo, TR-FRET | inhibition, % at 4.4 µM | 0.75% of 370,000 active; in the data active = inhibition above about 21%;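 note: UHRF1 SRA domain binding a hemimethylated CpG hairpin DNA probe; 0% = median of test compound wells and 100% = reference inhibitor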
Target sequence (Q96T88 whole entry, looked up, the tested form may be a part): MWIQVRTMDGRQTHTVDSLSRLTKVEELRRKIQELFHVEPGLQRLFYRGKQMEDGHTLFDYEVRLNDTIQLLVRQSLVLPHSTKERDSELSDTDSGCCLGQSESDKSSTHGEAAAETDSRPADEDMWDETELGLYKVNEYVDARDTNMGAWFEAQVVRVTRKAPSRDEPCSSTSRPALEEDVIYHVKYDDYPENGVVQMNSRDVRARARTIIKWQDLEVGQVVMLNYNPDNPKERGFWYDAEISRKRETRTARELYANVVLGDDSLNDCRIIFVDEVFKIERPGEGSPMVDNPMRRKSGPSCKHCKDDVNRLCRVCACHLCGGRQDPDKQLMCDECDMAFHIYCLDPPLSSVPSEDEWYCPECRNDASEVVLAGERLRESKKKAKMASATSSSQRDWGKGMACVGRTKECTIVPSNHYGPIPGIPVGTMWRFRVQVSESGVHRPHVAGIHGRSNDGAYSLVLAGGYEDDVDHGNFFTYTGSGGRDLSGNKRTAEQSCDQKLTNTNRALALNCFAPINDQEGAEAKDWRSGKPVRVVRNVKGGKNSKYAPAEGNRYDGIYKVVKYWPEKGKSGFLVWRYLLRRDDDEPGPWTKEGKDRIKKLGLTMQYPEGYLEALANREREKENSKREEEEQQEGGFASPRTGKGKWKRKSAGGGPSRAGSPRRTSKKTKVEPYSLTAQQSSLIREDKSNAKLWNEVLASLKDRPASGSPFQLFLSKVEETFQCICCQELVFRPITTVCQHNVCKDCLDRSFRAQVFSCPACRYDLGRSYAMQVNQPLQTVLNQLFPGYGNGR
PRMT1 FP inh = PRMT1 (human) inhibition, primary screen; inhibition, % at 2.79 µM; recombinant PRMT1, activity-based probe fluorescence polarization; AID 652257; Q99873; 1.3% of 370,000 active;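 active = inhibition above about 21% made by adding two undisclosed values, limit read from the data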
PG9 binder = PG9 antibody binding by small molecule | AID 624416 | 0.43% of 360,000 active | inhibition, % at 6.7 µM | TR-FRET gp120-PG9 antibody binding; in the data active = inhibition above about 8.5%
MBD2 DNA inh = blocks human MBD2 binding to methylated DNA; Q9UBB5; TR-FRET, MBD2 binding to methylated oligonucleotide; inhibition, % at 4.4 µM; 0.31% of 370,000 active; AID 686964; in the data active = inhibition above about 13%
TCR-CD3 inh = blocks the human TCR-CD3 interaction; 0.37% of 360,000 active; AID 651800; TAMRA-labeled TCR probe fluorescence, biochemical; inhibition, % at 9.4 µM; in the data active = inhibition above about 19%;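 note: recombinant mutant TCR 2C K166C tagged with TAMRA read by polarization; 0% = receptor in buffer alone and 100% = receptor with positive control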
ABHD4 inh = ABHD4 (mouse) inhibition, primary FP screen. purified mABHD4, FP-Rh probe fluorescence polarization. AID 720543. 0.54% of 370,000 active. Q8VD66. inhibition, % at 8.92 µM;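 active = inhibition exceeding the mean over every tested compound plus 3 SD, cut at about 30% in these data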;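 note: 0% = plate median of compound wells and 100% = S159A mutant with DMSO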
Target sequence (Q8VD66 whole entry, looked up): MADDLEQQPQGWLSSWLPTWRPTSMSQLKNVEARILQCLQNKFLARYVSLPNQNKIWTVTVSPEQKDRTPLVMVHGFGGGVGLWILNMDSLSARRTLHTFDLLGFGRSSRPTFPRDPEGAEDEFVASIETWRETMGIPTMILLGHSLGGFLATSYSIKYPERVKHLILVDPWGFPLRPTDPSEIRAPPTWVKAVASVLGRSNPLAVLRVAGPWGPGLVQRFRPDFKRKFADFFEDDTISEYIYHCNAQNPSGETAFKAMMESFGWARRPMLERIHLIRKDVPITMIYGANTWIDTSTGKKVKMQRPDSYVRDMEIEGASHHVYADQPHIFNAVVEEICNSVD
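Assay system: mABHD4 protein; medium: HEPES pH 7.0, NaCl, Pluronic buffer; dosing: 8.92 µM, single dose; schedule: 45 min + 60 min at 25 °C; signal: FP readout, ex 525 nm / em 598 nm; read-out: normalized percent inhibition of probe labeling; repeats: single replicate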
LEDGF integ inh = blocks HIV-1 LEDGF/p75-dependent DNA integration; TR-FRET IN-LEDGF/p75 DNA integration, Eu/Cy5; inhibition, % at 3.7 µM; 0.64% of 370,000 active; AID 743269;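 active = inhibition above the screen-wide mean plus 3 SD, cut at about 13% in these data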;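 note: signal is the Cy5 over europium emission ratio at 671 and 618 nm; 0% = plate median of compound wells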
HTRA1 inhibitor = HTRA1 (human) protease inhibition; 0.5% of 340,000 active; Q92743; inhibition, % at 5.96 µM; recombinant HTRA1, FP-rhodamine activity-based probe, fluorescence polarization; in the data active = inhibition above about 36%;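 note: 0% = enzyme with DMSO and 100% = wells lacking enzyme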
The depositor's hits bear a star; · = no result given.

SMILES	rCAG binder	NR1D1 modulator	UHRF1 binding	PRMT1 FP inh	PG9 binder	MBD2 DNA inh	TCR-CD3 inh	ABHD4 inh	LEDGF integ inh	HTRA1 inhibitor
Cc1ccc(C(=O)O)c(NC=O)c1OCc1ccccc1	1	-1	1	2	-1.3	1	2	5	-2	0
CC1(OC(=O)C2CCCC2)C(=O)C=C2C=C(c3ccsc3)N(Cc3ccccc3)C=C2C1=O (stereo unspecified)	4	-2	-6	7	-1.5	-4	-3	24	0	38*
Cc1cc(O)cc2c1O[C@@](C)(CCC[C@@H](C)CCC[C@@H](C)CCCC(C)C)CC2	3	-3	-4	-1	-0.5	0	-1	-3	1	0
CCOC(=O)c1cc2c(OC)c(OC)ccc2c2[nH]cc(C#N)c(=O)c12	7	7	1	7	1.6	-2	-6	12	-4	-2
CCCn1c(=N)n(CC(O)c2ccco2)c2ccccc21 (stereo unspecified)	1	3	-3	1	-0.8	3	2	7	7	16
COc1ccc(C(c2nnnn2C2CCCC2)N2CCN(c3ccccc3)CC2)cc1 (stereo unspecified)	-6	-5	0	-1	0.2	2	0	4	-2	-19
CCN(CC(N)=O)S(=O)(=O)c1ccc(F)cc1	1	-2	5	-4	-3.5	-2	-5	0	9	4
COc1cc(/C=N/NC(=O)c2cccc(S(=O)(=O)N3CCCC3)c2)ccc1O	4	-4	0	2	-2.6	-2	-4	3	1	0
Cc1cccc(N2CCN(C(=O)CC(NC(=O)c3ccccc3Cl)c3ccccc3)CC2)c1C (stereo unspecified)	0	-3	0	1	-3.3	-5	4	-5	2	-21
COc1ccccc1N1CC(C(=O)Nc2ccc(S(=O)(=O)N3CCCC3)cc2)CC1=O (stereo unspecified)	4	2	-2	-2	0.2	4	4	6	-3	0
CC1(C)CC(=O)C(CC2=C(O)CC(C)(C)CC2=O)=C(O)C1	-3	1	3	-1	0.2	1	-4	5	0	0
Cc1cc(C)c2c(n1)nn1c(C)c(CCC(=O)NCc3ccco3)c(C)nc21	3	0	0	14	0.5	3	-4	4	3	-2
CN(C)/C=C(\C(=O)c1ccc(Cl)cc1)c1nnnn1-c1ccc(Cl)cc1	1	5	0	0	1.7	-6	-2	-6	3	5
CC(=O)c1ccc(NS(=O)(=O)c2cccc3cccnc23)cc1	-1	-7	0	2	-0.3	0	-1	9	-1	4
CCOC(=O)C1CCN(C(=O)c2cccc(S(=O)(=O)N3c4ccccc4CC3C)c2)CC1 (stereo unspecified)	-1	2	2	0	-1.0	-2	-1	3	5	4
O=C(Cc1ccc(S(=O)(=O)N2CCOCC2)s1)N1CCN(S(=O)(=O)c2ccccc2F)CC1	1	-3	0	1	-0.4	-6	8	1	3	7
COc1cc(C2NC(=O)CCC2[N+](=O)[O-])cc(OC)c1OC (stereo unspecified)	2	0	3	2	0.7	5	23*	-8	-4	-1
O=C(NCC(=O)N(c1ccc(Cl)cc1)C(C(=O)NC1CCCC1)c1ccncc1)c1ccco1 (stereo unspecified)	-5	-2	5	-7	1.6	-4	7	4	2	-1
NCCOc1ccccc1OCCN	0	-2	-1	2	-0.8	-2	1	4	-2	2
COc1cc(C2C(C#N)=C(N)N(N(C)C)C3=C2C(=O)CC(C)(C)C3)cc(OC)c1OC (stereo unspecified)	-3	6	3	-3	0.1	4	1	3	1	3
COC(=O)c1cn(C(=O)c2ccc(C)c(C)c2)c2ccccc12	3	2	0	-1	-1.0	-3	-4	-4	-2	3
O=C(NCCCc1ccccc1)C(=O)NCC1OCCN1S(=O)(=O)c1ccc(F)cc1 (stereo unspecified)	2	1	-1	3	2.5	3	4	0	-1	-3
COC(=O)C(Cc1ccccc1)NC(=O)c1cc(=O)[nH]c2ccccc12 (stereo unspecified)	7	-5	5	7	0.1	2	4	-4	-3	4
CCC1CCC2(CC1)NC(=O)N(CC(=O)NCc1ccc(Cl)cc1)C2=O (stereo unspecified)	0	-3	0	-1	1.2	2	-11	-1	-4	-4
CC(C)C(NC(=O)c1ccccc1)C(=O)N/N=C\c1ccco1 (stereo unspecified)	-1	-3	0	-2	-0.3	5	5	-2	1	-2
Carrying on:
SMILES	rCAG binder	NR1D1 modulator	UHRF1 binding	PRMT1 FP inh	PG9 binder	MBD2 DNA inh	TCR-CD3 inh	ABHD4 inh	LEDGF integ inh	HTRA1 inhibitor
CCOC(=O)CCn1nc(-c2ccccc2)cc1N	-3	-3	0	1	-1.1	0	-8	2	1	5
O=C(CN1CCSCC1)N/N=C/c1ccc(F)c(F)c1	0	-1	-2	0	-0.2	1	0	9	0	1
Cc1ccc(/C=N/NC(=O)c2cccs2)s1	0	4	1	4	-2.9	4	0	-5	-7	0
COc1ccc(C2CC(=O)Nc3ccccc3S2(=O)=O)cc1OC (stereo unspecified)	6	1	-2	5	-0.5	-1	-1	9	-3	2
Cc1ccc(CSCC(=O)N2CCCC2)cc1	-2	-5	-4	-4	0.5	3	-1	4	0	8
O=C(NC(=S)NCc1ccccc1)C1CC1	-2	-3	2	0	-0.8	1	9	1	1	·
COc1ccccc1NC(=O)Cn1c([N+](=O)[O-])cnc1C	4	-8	0	-2	0.6	2	7	3	-6	0
O=C1C(=NO)C(c2ccccc2)Oc2ccccc21 (stereo unspecified)	0	1	0	0	-1.6	-3	6	3	-1	4
COc1ccc(CCNC(=O)CCC(=O)n2ncc3cc(C)ccc32)cc1OC	4	0	-1	-1	-0.8	1	5	2	-2	-5
Nc1ccc2nc(CCCCc3nc4ccccc4[nH]3)[nH]c2c1	0	4	-1	1	-1.0	-4	-1	14	3	7
CC1CCCCC1NC(=O)CCS(=O)(=O)c1ccc2c(c1)NC(=O)CO2 (stereo unspecified)	0	-3	1	-1	-1.7	0	-4	-4	-3	10
O=[N+]([O-])c1cccc(C2Nc3cccc4cccc(c34)N2)c1	12	-10	3	17	-2.8	-3	-5	20	0	23
Cn1ncc(Br)c1C(=O)NC1CCCCCC1	-5	-3	1	3	2.2	-2	-3	-4	1	0
COc1ccc(S(=O)(=O)N(CC(=O)N/N=C/c2cccs2)c2ccc(C)cc2)cc1OC	-2	-4	-1	0	-2.1	-1	4	-15	-1	-20
CN(C)CCNC(=O)c1onc(CSc2ccc(F)cc2)c1C(=O)NCCN(C)C	-1	2	2	-4	-1.9	-1	-2	-3	0	0
CCn1nnc2cc(C(=O)N3CCC(C(=O)OC)CC3)ccc21	3	-4	6	0	1.4	3	-7	-4	4	6
COc1ccc(-c2cn(CCC(=O)NCc3ccc(C)cc3)c(CCN)n2)cc1	3	-5	-1	0	-0.5	-5	14	0	-3	-10
CN(C)c1cccc(/C=C2\CC3(OC(=O)c4ccc(F)cc4)CCCN2C3)c1 (stereo unspecified)	3	5	-2	2	·	1	·	7	0	·
Cc1ccc(N2CC(C(=O)Nc3nnc(SCc4cccnc4)s3)CC2=O)cc1 (stereo unspecified)	-1	-6	-1	2	-1.6	3	-6	5	-1	-1
Cn1ccnc1C1CCCCN1C(=O)c1cc(COc2ccc(F)cc2F)on1 (stereo unspecified)	1	-3	2	-2	-0.3	1	2	-7	10	-3
O=C(c1ccc(CS(=O)Cc2cccc(Cl)c2)o1)N1CCN(c2ccc(F)cc2)CC1 (stereo unspecified)	-1	5	-2	3	-0.4	-1	6	-2	2	4
CC(=O)Nc1nc(C)c(Cc2ccccc2)c(=O)[nH]1	1	-1	-2	-3	-0.9	-5	6	2	-3	-2
COc1ccc(NC(=O)CN(C)C(=O)CCC2CCCC2)cc1	-7	-3	2	2	-0.2	3	4	1	-2	-1
Cc1ccc(S(=O)(=O)N/N=C\c2cn(-c3ccccc3)nc2-c2ccccc2)cc1	23	1	3	3	-2.5	2	-5	-36	-4	-73
c1ccc(-c2ccc(-c3ccccn3)s2)nc1	2	3	-2	0	0.0	-5	-7	0	0	-1

One compound at a time, from the list above. Screens in order: rCAG binder	NR1D1 modulator	UHRF1 binding	PRMT1 FP inh	PG9 binder	MBD2 DNA inh	TCR-CD3 inh	ABHD4 inh	LEDGF integ inh	HTRA1 inhibitor
Cn1ncc(Br)c1C(=O)NC1CCCCCC1 across the screens: -5	-3	1	3	2.2	-2	-3	-4	1	0
CCOC(=O)CCn1nc(-c2ccccc2)cc1N across the screens: -3	-3	0	1	-1.1	0	-8	2	1	5
CC1(OC(=O)C2CCCC2)C(=O)C=C2C=C(c3ccsc3)N(Cc3ccccc3)C=C2C1=O (stereo unspecified) across the screens: 4	-2	-6	7	-1.5	-4	-3	24	0	38*

Further structures.
SMILES	rCAG binder	NR1D1 modulator	UHRF1 binding	PRMT1 FP inh	PG9 binder	MBD2 DNA inh	TCR-CD3 inh	ABHD4 inh	LEDGF integ inh	HTRA1 inhibitor
CCOc1ccc(Br)cc1C(=O)N/N=C/c1ccc([N+](=O)[O-])cc1	2	-12	-1	0	-3.5	-1	7	1	5	-2
CN1CCN(C(=O)c2cc3c(c(-c4cccc(-c5cccnc5)c4)n2)[C@@H](CCO)N(C(=O)CC2CC2)C3)CC1	3	-1	2	3	-0.4	6	25*	-9	-3	·
O=C(NCc1ccon1)C1CCC(=O)N(Cc2cccc(C(F)(F)F)c2)C1 (stereo unspecified)	1	5	0	-1	-0.1	1	7	1	-1	5
C/C(=N\NC(=O)c1ccc(F)cc1)c1cccc(NC(=O)c2cccc(F)c2)c1	-1	10	2	0	-1.1	2	8	6	5	1
CN(Cc1ccccc1)C(=O)c1ccc(NC(=O)Cc2cccc(NC(=O)C3CCN(C(=O)C4CCCCC4)CC3)c2)cc1	6	-2	-1	2	0.8	-1	5	-14	-1	-53
CC(C)Cn1c(=S)[nH]c2cc(C(=O)NCc3ccccc3F)ccc2c1=O	2	10	0	1	5.3	1	5	-2	0	-5
Nc1nc(-c2ccc([N+](=O)[O-])cc2)c(C(=O)Nc2ccc(Cl)cc2)s1	0	0	4	3	-0.5	4	3	-9	0	6
O=C(Nc1ccc(Cl)cc1)N1CCC(c2nc(-c3ccc(F)cc3)no2)CC1	1	-1	1	-1	-1.6	-4	1	0	0	-48
C(=N\N1CCN(Cc2ccccc2)CC1)/c1cccnc1	-2	-8	-2	-2	-2.7	-6	2	-8	5	9
N#Cc1ccc(-c2ccc(OCC(O)CN3CCOCC3)cc2)cc1 (stereo unspecified)	-3	1	-4	-4	1.2	0	4	2	5	-10
O=C(CSc1c2c(nc3ccccc13)CCCC2)NCc1ccco1	-2	-3	-1	2	-1.1	0	5	3	-3	2
CCOc1c(Br)cc(/C=C2\N=C(C)OC2=O)cc1Br	7	-10	2	-5	-1.0	1	-5	4	0	-6
Cc1[nH]c(C)c(S(=O)(=O)N(C)Cc2ccccc2)c1C(=O)N1CCCC1	-4	3	-9	-3	0.1	-8	4	-2	3	0
O=C(NCc1ccc(C(F)(F)F)cc1)c1ccc(-c2cccnc2)c2ccoc12	-1	-3	3	3	-1.4	4	-5	-15	-2	·
Cc1ccc(NC(=S)N(CCN2CCOCC2)Cc2ccccc2F)cc1Cl	0	3	7	8	-0.1	2	-1	-2	-6	9
Cc1cc(N2CCCCC2)nc(N2CCOCC2)n1	-8	0	-2	-3	0.9	3	11	-2	-3	8
CC1CC(=O)NN=C1c1ccc(N)c([N+](=O)[O-])c1 (stereo unspecified)	1	-4	-19	-2	-4.1	-17	0	5	0	4

For reference, part of the list above.
SMILES	rCAG binder	NR1D1 modulator	UHRF1 binding	PRMT1 FP inh	PG9 binder	MBD2 DNA inh	TCR-CD3 inh	ABHD4 inh	LEDGF integ inh	HTRA1 inhibitor
O=C(NCc1ccc(C(F)(F)F)cc1)c1ccc(-c2cccnc2)c2ccoc12	-1	-3	3	3	-1.4	4	-5	-15	-2	·
Cc1ccc(NC(=S)N(CCN2CCOCC2)Cc2ccccc2F)cc1Cl	0	3	7	8	-0.1	2	-1	-2	-6	9
Cc1cc(N2CCCCC2)nc(N2CCOCC2)n1	-8	0	-2	-3	0.9	3	11	-2	-3	8
CC1CC(=O)NN=C1c1ccc(N)c([N+](=O)[O-])c1 (stereo unspecified)	1	-4	-19	-2	-4.1	-17	0	5	0	4

An excerpt (hit frequency here may not be typical).
